Screens as filed in PubChem BioAssay.
LMPTP inh: blocks human LMPTP phosphatase. actives 0.22% (n = 360,000). recombinant LMPTP-A, OMFP fluorogenic substrate, fluorescence intensity. inhibition, % at 20 µM;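 active = compounds that cut the enzyme signal by at least half of the control window in the single-dose screen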;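 note: plate controls were DMSO wells with enzyme plus substrate for no effect and substrate without enzyme for full effect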
Target sequence (P24666 whole entry, looked up): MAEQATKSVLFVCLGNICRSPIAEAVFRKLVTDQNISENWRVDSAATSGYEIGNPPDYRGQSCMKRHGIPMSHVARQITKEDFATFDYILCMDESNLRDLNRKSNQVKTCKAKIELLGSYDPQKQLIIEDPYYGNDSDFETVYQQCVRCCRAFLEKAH
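test system = LMPTP-A | amount = 0.625 nM LMPTP-A final | reagent = fluorogenic phosphatase substrate OMFP at 400 µM final | incubation = 50 min at room temperature | benchmarks = no-enzyme low control, uninhibited high control | medium = Bis-Tris pH 6.0, DTT, detergent | signal = fluorescence intensity of OMFP turnover product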
CendR NRP1 mod: NRP-1/CendR interaction modulation | actives 0.85% (n = 360,000) | AID 602438 | inhibition, % at 25 µM | FAM-RPARPAR peptide binding to NRP-1, fluorescence polarization | O14786;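 active = inhibition or corrected inhibition above about 18%, plus a signal ratio from 0.5 to 1.5, limit read from the data, passing the limit was not always enough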; note: strong numbers were not always called active
Scp1 inh: inhibitors of human Scp-1 phosphatase | Q9GZU7 | Recombinant Scp1, phosphopeptide, malachite green phosphate absorbance | inhibition, % at 20 µM | actives 0.88% (n = 340,000);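 active = inhibition above about 50% at 20 µM, limit read from the data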;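 note: plate controls were DMSO wells with enzyme for no effect and wells lacking enzyme for full effect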
Target sequence (Q9GZU7 76-261 limits assumed): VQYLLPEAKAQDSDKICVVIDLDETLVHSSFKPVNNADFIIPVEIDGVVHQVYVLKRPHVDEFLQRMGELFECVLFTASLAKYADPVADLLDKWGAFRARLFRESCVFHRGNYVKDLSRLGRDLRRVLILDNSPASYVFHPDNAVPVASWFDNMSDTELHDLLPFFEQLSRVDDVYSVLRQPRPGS
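Test system: SCP-1 phosphatase catalytic domain, residues 76-261 | Compound dosing: One concentration, 20 µM, with 1.0% DMSO | Schedule: 45 min room-temperature reaction, 5 min colour, 30 min stabiliser | Detection: Absorbance at 630 nm | Read-out basis: % inhibition of SCP-1 phosphate liberation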
SKN-1 block: blocks SKN-1 activity in C. elegans; C. elegans VP596 Pgst-4::GFP/RFP ratio, acrylamide-induced, 24 h; inhibition, % at 21.8 µM; actives 0.49% (n = 360,000); AID 624304;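 active = interference check ratio from 0.5 to 1.5 plus GFP to RFP signal ratio inhibition reaching or exceeding a fixed threshold, cut at about 30% in these data, passing the limit was not always enough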; note: some compounds called inactive have numbers as strong as hits
NadD block: NadD (S. aureus) enzyme inhibition | actives 0.78% (n = 360,000) | inhibition, % at 20 µM | purified NadD enzyme, colorimetric absorbance read-out | AID 602399; in the data active = inhibition above about 26%; note: some compounds past the cut are filed as inactive
SUMO1 PPI mod: SUMO1-SIM interaction modulation; P63165; SUMO1 binding to a labelled peptide, TR-FRET, 1 h; inhibition, % at 20 µM; actives 0.33% (n = 360,000); AID 602429; in the data active = inhibition above about 37%
Target sequence (P63165 whole entry, looked up): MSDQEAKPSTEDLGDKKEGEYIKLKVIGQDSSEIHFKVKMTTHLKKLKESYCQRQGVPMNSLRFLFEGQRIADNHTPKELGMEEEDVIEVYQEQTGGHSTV
DNMT1 inh: inhibitors of human DNMT1; P26358; DNMT1 molecular beacon, Hinp1I cleavage, fluorescence; inhibition (reported as % activation of signal), % at 10 µM; actives 0.83% (n = 360,000); AID 588458; in the data active = inhibition above about 50%
MT1-MMP act inh: blocks activation of human MT1-MMP. GFP/RFP ratio change, % at 20 µM. HT1080 RFP-PRO-GFP cells, GFP/RFP ratio fluorescence, overnight; percent of plate control window, DMSO zero. AID 651647. actives 0.061% (n = 360,000);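 active = GFP/RFP ratio change of at least 30% with cell ATP level not reduced by more than half and red fluorescence within 50% of control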; note: strong numbers were not always called active
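Test system: HT1080 cells expressing an RFP-PRO-GFP fluorescent reporter construct / Compound dosing: single-point 20 µM compound, 1% DMSO / Schedule: cells overnight before dosing, compound overnight, 37 °C, 5% CO2 / Evaluation: GFP/RFP fluorescence ratio / Control set: DMSO and RFP-L50D-GFP cell wells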
STEP inh: inhibitors of human striatal-enriched phosphatase STEP. P54829. actives 0.25% (n = 360,000). AID 588621. recombinant STEP, OMFP fluorogenic substrate, fluorescence. inhibition, % at 20 µM;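 active = inhibition at 20 µM, scaled per plate between control wells, above about 37%, limit read from the data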;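 note: 0% = DMSO with enzyme and substrate and 100% = substrate only without enzyme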
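Measure: Control-normalized % inhibition with plate pattern correction | Test system: STEP phosphatase, cell-free reaction | Medium: pH 6.0 Bis-Tris with DTT and Tween 20 | Technique: Fluorescence, 480/540 nm | Times: Reaction 20 min, ambient temperature | Doses: Single compound dose of 20 µM, 1% DMSO final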
Rpn11 block: inhibitors of human proteasome Rpn11; AID 588493; human 26S proteasome, Ub4-pepOG fluorescence polarization; 20S core pre-blocked with epoxomicin; actives 0.59% (n = 360,000); O00487; calls only at 20 µM;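 active = inhibition at 20 µM, scaled to each plate's controls, above about 33%, limit read from the data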
Target sequence (O00487 whole entry, looked up): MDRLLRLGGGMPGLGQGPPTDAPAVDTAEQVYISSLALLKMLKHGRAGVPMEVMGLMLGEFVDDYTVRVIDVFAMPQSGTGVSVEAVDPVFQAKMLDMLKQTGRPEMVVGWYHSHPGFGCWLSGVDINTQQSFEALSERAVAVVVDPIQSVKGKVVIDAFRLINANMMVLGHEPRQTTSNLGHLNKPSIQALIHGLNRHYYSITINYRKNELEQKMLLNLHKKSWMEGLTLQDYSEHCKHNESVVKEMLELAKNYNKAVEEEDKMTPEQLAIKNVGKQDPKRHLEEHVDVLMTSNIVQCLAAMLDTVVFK
An asterisk follows results filed as active.

What do the screens show for `CC(C)Nc1nc(-c2ccncc2)nc(-c2ccccc2)c1C#N`?
LMPTP inh: 0.0; CendR NRP1 mod: 5; Scp1 inh: -1; SKN-1 block: 11; NadD block: 2; SUMO1 PPI mod: -14; DNMT1 inh: 0; MT1-MMP act inh: -2; STEP inh: 1; Rpn11 block: inactive

What do the screens show for `CCNCc1nc2cc(Cl)ccc2c(=O)[nH]1`?
LMPTP inh: 0.3; CendR NRP1 mod: -3; Scp1 inh: 1; SKN-1 block: -5; NadD block: 1; SUMO1 PPI mod: 2; DNMT1 inh: 0; MT1-MMP act inh: -3; STEP inh: 0; Rpn11 block: inactive

Results for O=C(C=NNc1ccccc1)c1ccccc1 ?
LMPTP inh: 0.7; CendR NRP1 mod: 15; Scp1 inh: -12; SKN-1 block: -2; NadD block: -2; SUMO1 PPI mod: -26; DNMT1 inh: 1; MT1-MMP act inh: 4; STEP inh: 4; Rpn11 block: inactive

How did Cc1ccc(NC(=O)CCN2C(=O)NC(C)(C)C2=O)cc1F do in these assays?
LMPTP inh: -1.0; CendR NRP1 mod: 4; Scp1 inh: 6; SKN-1 block: -13; NadD block: -1; SUMO1 PPI mod: 4; DNMT1 inh: 5; MT1-MMP act inh: -3; STEP inh: 6; Rpn11 block: inactive

How did CC(C)(C)NC(=O)C(c1cccs1)N(Cc1ccc(F)cc1)C(=O)c1csnn1 (stereo not drawn) do in these assays?
LMPTP inh: 0.0; CendR NRP1 mod: -4; Scp1 inh: -6; SKN-1 block: 2; NadD block: -3; SUMO1 PPI mod: 4; DNMT1 inh: -3; MT1-MMP act inh: -5; STEP inh: 10; Rpn11 block: inactive

What do the screens show for `O=C(NCCN1CCOCC1)c1cc(-c2ccc(Cl)cc2)on1`?
LMPTP inh: -0.2; CendR NRP1 mod: 2; Scp1 inh: 0; SKN-1 block: -3; NadD block: 6; SUMO1 PPI mod: 1; DNMT1 inh: -4; MT1-MMP act inh: 8; STEP inh: 2; Rpn11 block: inactive

How did CC(OC(=O)C1CCN(S(=O)(=O)c2ccc(Cl)cc2)CC1)C(=O)NC1CCCCC1C (stereo not drawn) do in these assays?
LMPTP inh: 1.0; CendR NRP1 mod: 5; Scp1 inh: -13; SKN-1 block: 8; NadD block: 3; SUMO1 PPI mod: -1; DNMT1 inh: -1; MT1-MMP act inh: 0; STEP inh: 0; Rpn11 block: inactive

How did COc1ccc(N2CCN(C(=O)COCC(=O)O)CC2)cc1 do in these assays?
LMPTP inh: 0.3; CendR NRP1 mod: -3; Scp1 inh: 0; SKN-1 block: 2; NadD block: -2; SUMO1 PPI mod: 3; DNMT1 inh: 2; MT1-MMP act inh: -1; STEP inh: -2; Rpn11 block: inactive

What do the screens show for `CCN1CCN(c2ncc(C(=O)N3CCCc4ccccc43)c3ccccc23)CC1`?
LMPTP inh: 1.2; CendR NRP1 mod: 14; Scp1 inh: -4; SKN-1 block: 6; NadD block: -4; SUMO1 PPI mod: 0; DNMT1 inh: -2; MT1-MMP act inh: -11; STEP inh: 0; Rpn11 block: inactive

Results for O=C(Nc1cc(Cl)ccc1-n1cncn1)c1ccco1 ?
LMPTP inh: -0.5; CendR NRP1 mod: -14; Scp1 inh: 1; SKN-1 block: 6; NadD block: -6; SUMO1 PPI mod: 2; DNMT1 inh: 7; MT1-MMP act inh: -2; STEP inh: 3; Rpn11 block: inactive

Results for CC1CCCCC1NC(=O)c1ccc(S(=O)(=O)NNC(=O)c2ccncc2)cc1 (stereo not drawn) ?
LMPTP inh: -0.9; CendR NRP1 mod: 0; Scp1 inh: -5; SKN-1 block: -18; NadD block: -6; SUMO1 PPI mod: 0; DNMT1 inh: 2; MT1-MMP act inh: 3; STEP inh: 2; Rpn11 block: inactive

How did CN(C)CCN(C(=O)c1cccs1)c1nc2cc3c(cc2s1)OCCO3 do in these assays?
LMPTP inh: -2.6; CendR NRP1 mod: 6; Scp1 inh: -5; SKN-1 block: 0; NadD block: -8; SUMO1 PPI mod: 5; DNMT1 inh: 2; MT1-MMP act inh: 0; STEP inh: -1; Rpn11 block: inactive

Reprinted at random: 3 entries already listed.
What do the screens show for `CC(C)Nc1nc(-c2ccncc2)nc(-c2ccccc2)c1C#N`?
LMPTP inh: 0.0; CendR NRP1 mod: 5; Scp1 inh: -1; SKN-1 block: 11; NadD block: 2; SUMO1 PPI mod: -14; DNMT1 inh: 0; MT1-MMP act inh: -2; STEP inh: 1; Rpn11 block: inactive

How did CC(C)(C)NC(=O)C(c1cccs1)N(Cc1ccc(F)cc1)C(=O)c1csnn1 (stereo not drawn) do in these assays?
LMPTP inh: 0.0; CendR NRP1 mod: -4; Scp1 inh: -6; SKN-1 block: 2; NadD block: -3; SUMO1 PPI mod: 4; DNMT1 inh: -3; MT1-MMP act inh: -5; STEP inh: 10; Rpn11 block: inactive

Results for O=C(Nc1cc(Cl)ccc1-n1cncn1)c1ccco1 ?
LMPTP inh: -0.5; CendR NRP1 mod: -14; Scp1 inh: 1; SKN-1 block: 6; NadD block: -6; SUMO1 PPI mod: 2; DNMT1 inh: 7; MT1-MMP act inh: -2; STEP inh: 3; Rpn11 block: inactive

The list goes on:
Results for O=C(CSc1ccc2nnc(CCNC(=O)c3ccc(F)cc3)n2n1)NCc1ccco1 ?
LMPTP inh: -1.8; CendR NRP1 mod: 6; Scp1 inh: 14; SKN-1 block: 7; NadD block: -6; SUMO1 PPI mod: -8; DNMT1 inh: 4; MT1-MMP act inh: -1; STEP inh: 1; Rpn11 block: inactive

What do the screens show for `C/C(=N\NC(=S)Nc1ccc(F)cc1)c1ccc2c(c1)OCCO2`?
LMPTP inh: -0.9; CendR NRP1 mod: 10; Scp1 inh: -2; SKN-1 block: 14; NadD block: 1; SUMO1 PPI mod: 1; DNMT1 inh: -2; MT1-MMP act inh: 6; STEP inh: 2; Rpn11 block: inactive

How did COc1ccccc1C(=O)NCCC(=O)N(C)Cc1cccs1 do in these assays?
LMPTP inh: -10; CendR NRP1 mod: -7; Scp1 inh: 13; SKN-1 block: -5; NadD block: 7; SUMO1 PPI mod: 4; DNMT1 inh: 1; MT1-MMP act inh: 1; STEP inh: -1; Rpn11 block: inactive

How did O=C(COc1c(Cl)cccc1Cl)NN1C(=O)CSC1=S do in these assays?
LMPTP inh: -1.9; CendR NRP1 mod: 2; Scp1 inh: -1; SKN-1 block: -13; NadD block: -4; SUMO1 PPI mod: 17; DNMT1 inh: -1; MT1-MMP act inh: 4; STEP inh: 2; Rpn11 block: inactive

How did COc1ccc(NC(C)C(=O)N/N=C/c2cc(Br)ccc2OC)cc1 (stereo not drawn) do in these assays?
LMPTP inh: 0.8; CendR NRP1 mod: -12; Scp1 inh: -7; SKN-1 block: -6; NadD block: 8; SUMO1 PPI mod: -2; DNMT1 inh: -4; MT1-MMP act inh: 1; STEP inh: -5; Rpn11 block: inactive

What do the screens show for `Fc1ccccc1CNC(=S)NC1CCCCC1`?
LMPTP inh: -0.7; CendR NRP1 mod: 8; Scp1 inh: -9; SKN-1 block: 15; NadD block: -1; SUMO1 PPI mod: 0; DNMT1 inh: -1; MT1-MMP act inh: 0; STEP inh: 1; Rpn11 block: inactive

Results for NC(=O)CNCCC(c1ccccc1)c1ccccc1 ?
LMPTP inh: -2.2; CendR NRP1 mod: -1; Scp1 inh: -4; SKN-1 block: -8; NadD block: -8; SUMO1 PPI mod: 2; DNMT1 inh: 1; MT1-MMP act inh: 1; STEP inh: -6; Rpn11 block: inactive

Results for CC(C)(C)c1ccc(C(=O)NCCC(=O)NNC(=O)COc2ccc(F)cc2)cc1 ?
LMPTP inh: -0.1; CendR NRP1 mod: 5; Scp1 inh: -5; SKN-1 block: -2; NadD block: -1; SUMO1 PPI mod: 3; DNMT1 inh: 0; MT1-MMP act inh: -1; STEP inh: -2; Rpn11 block: inactive

Results for Cn1c(=O)c2c(nc(CN3CCN(C(=O)c4ccco4)CC3)n2Cc2ccccc2F)n(C)c1=O ?
LMPTP inh: 0.0; CendR NRP1 mod: -16; Scp1 inh: 17; SKN-1 block: 7; NadD block: 9; SUMO1 PPI mod: 8; DNMT1 inh: 2; STEP inh: 0; Rpn11 block: inactive

How did O=C(Nc1ccccc1)C(Cc1ccccc1)c1ccccc1 (stereo not drawn) do in these assays?
LMPTP inh: -0.4; CendR NRP1 mod: -6; Scp1 inh: -16; SKN-1 block: 17; NadD block: -4; SUMO1 PPI mod: -7; DNMT1 inh: -3; MT1-MMP act inh: -1; STEP inh: 0; Rpn11 block: inactive

What do the screens show for `Cc1cccc(NC(=O)COC(=O)CN2C(=O)c3ccccc3C2=O)c1C`?
LMPTP inh: 0.5; CendR NRP1 mod: 12; SKN-1 block: 16; NadD block: -3; SUMO1 PPI mod: -9; DNMT1 inh: 1; MT1-MMP act inh: -2; STEP inh: -1; Rpn11 block: inactive

How did Cc1onc(-c2c(Cl)cccc2Cl)c1C(=O)c1ccccc1 do in these assays?
LMPTP inh: 2.4; CendR NRP1 mod: -2; Scp1 inh: -10; SKN-1 block: 1; NadD block: -8; SUMO1 PPI mod: 2; DNMT1 inh: 2; MT1-MMP act inh: -3; STEP inh: 0; Rpn11 block: inactive

Results for CN1CCN(C(=O)c2cccc(NS(=O)(=O)c3ccc(Br)cc3)c2)CC1 ?
LMPTP inh: -1.2; CendR NRP1 mod: -11; Scp1 inh: -5; SKN-1 block: 5; NadD block: 0; SUMO1 PPI mod: -2; DNMT1 inh: 1; MT1-MMP act inh: 1; STEP inh: 2; Rpn11 block: inactive

How did O=C(O)c1cc2ccccc2c(=O)s1 do in these assays?
LMPTP inh: -0.1; CendR NRP1 mod: -2; Scp1 inh: -6; SKN-1 block: 12; NadD block: -2; SUMO1 PPI mod: -14; DNMT1 inh: 4; MT1-MMP act inh: 3; STEP inh: -2; Rpn11 block: inactive

How did CC(C)=CCc1c(O)cc2c(=O)c3ccc(O)cc3oc2c1O do in these assays?
LMPTP inh: 4.3; CendR NRP1 mod: 8; Scp1 inh: -9; SKN-1 block: 0; NadD block: 3; SUMO1 PPI mod: 6; DNMT1 inh: -32; MT1-MMP act inh: -2; STEP inh: -4; Rpn11 block: inactive

How did CCOc1cc(CNn2cnnc2)ccc1OCC(=O)NC1CCCCC1 do in these assays?
LMPTP inh: -1.2; CendR NRP1 mod: -2; Scp1 inh: -4; SKN-1 block: 3; NadD block: -5; SUMO1 PPI mod: 0; DNMT1 inh: -2; MT1-MMP act inh: 0; STEP inh: 0; Rpn11 block: inactive

What do the screens show for `O=C(Cn1ncc(Cl)c(Cl)c1=O)N1CCN(Cc2ccccc2)CC1`?
LMPTP inh: 2.5; CendR NRP1 mod: -6; Scp1 inh: -1; SKN-1 block: 7; NadD block: 8; SUMO1 PPI mod: -9; DNMT1 inh: 4; MT1-MMP act inh: -11; STEP inh: 0; Rpn11 block: inactive
